Assay outcomes as filed in PubChem.
PhoP GFP inhibition – Inhibition of PhoP regulon, Salmonella typhi GFP reporter cells, confirmation, 4 h (AID 1850); 310,000 compounds, 0.33% hits; Salmonella Typhi PhoP-promoter GFP reporter, fluorescence, 4 h; higher % means a stronger effect; one-dose inhibition, % at 50 µM; IC50 in µM for titrated hits; in the data active = a potency from the dose series; inconclusive = inhibition mostly from about 25% at the one dose, without a potency; inactive = the rest, 99 in 100 with inhibition below about 19%;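 also: 0% = induced wells with vehicle and 100% = uninduced wells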
M. tuberculosis – growth inhibition of non-replicating M. tuberculosis (AID 488890); Mycobacterium tuberculosis non-replicating, growth inhibition; higher % means a stronger effect; inhibition, % at 25 µM; hits with a dose series show IC50 in µM; 320,000 compounds, 0.39% hits; in the data active = a potency from the dose series; inconclusive = inhibition mostly from about 82% at the one dose, without a potency; inactive = the rest, 99 in 100 with inhibition below about 76%;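 also: plate controls were DMSO cells for no effect and high antibiotic wells for full effect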
H1N1 NS1A inhibition – NS1A inhibition, H1N1 influenza, cell based functional assay (AID 504329); NS1A functional cell-based assay, percent inhibition; higher % means a stronger effect; one-dose inhibition, % at 12.5 µM; IC50 in µM for titrated hits; 340,000 compounds, 0.3% hits; in the data active = a potency from the dose series; inconclusive = inhibition above about 27% without an active follow-up result; also: strong numbers were not always called active
VEEV TC-83 Vero – inhibitors of VEEV TC-83 cytopathic effect, confirmation, Vero cells (AID 588727); Vero cells, VEEV TC-83 cytopathic effect inhibition; higher % means a stronger effect; 350,000 compounds, 0.13% hits; inhibition, % at 20 µM; hits with a dose series show IC50 in µM; in the data active = a potency from the dose series; inconclusive = inhibition mostly from about 14% at the one dose, without a potency; inactive = the rest, 99 in 100 with inhibition below about 12%; also: strong numbers were not always called active
M. tuberculosis HTS – M. tuberculosis growth inhibition, HTS (AID 449762); M. tuberculosis H37Rv growth inhibition, 7H9 media; higher % means a stronger effect; inhibition, % at 25 µM; hits with a dose series show IC50 in µM; 330,000 compounds, 0.59% hits; in the data active = a potency from the dose series; inconclusive = inhibition above about 70% without an active follow-up result;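 also: bacterial growth assessed after seven days of incubation; strong numbers were not always called active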
VEEV TC-83 Vero 10K pilot screen – recorded beside VEEV TC-83 Vero, whose call it bears; inhibition, %; measured here: 10K pilot screen inhibition
Starred values were filed as active, the others as inactive; i = inactive; ? = inconclusive; · = no result given. Random draw from the library; 1.5% or so of the library scored in one or more.

SMILES	PhoP GFP inhibition	M. tuberculosis	H1N1 NS1A inhibition	VEEV TC-83 Vero	M. tuberculosis HTS	others
Nc1nc2n(n1)C(=O)CC(c1ccccc1)N2 (centres undefined)	-12%	-4%	-2%	i	-7%
CC(C)(Oc1ccc(Cl)cc1)C(=O)NCC(c1cccs1)N1CCOCC1 (centres undefined)	3%	13%	-9%	6.9%	-2%
O=C(O)c1ccccc1Nc1ccnc(C(F)(F)F)c1	-3%	-21%	-30%	1.0%	2%
COCc1cc(C)nc(Nc2ccccc2C)c1C#N	-3%	6%	-10%	2.1%	-6%
CC(O)C(NC=C1C(=O)OC(C)(C)OC1=O)C(=O)O (centres undefined)	3%	1%	6%	0.8%	-5%
CCOC(=O)C1(NC(=O)C2(NC(=O)CN3C(=O)c4ccccc4C3=O)CCCC2)CCCC1	·	·	-3%	i	·
O=C(COc1ccccc1)NCC(=O)N/N=C/c1ccccc1	-9%	12%	-4%	1.3%	-2%
CSc1ccc(C=O)cc1	·	-10%	-6%	i	-10%
CC(OC(=O)CCc1c[nH]c2ccccc12)C(=O)c1ccccc1 (centres undefined)	11%	77%	11%	1.7%	?
O=C(CN1CCN(S(=O)(=O)c2ccc(Br)cc2)CC1)N/N=C/c1ccc(Br)s1	7%	16%	-10%	9.6%	22%
CCOc1ccc(NC(=O)CN(C)C(=O)c2ccc3nc(CC)c(CC)nc3c2)cc1OCC	-3%	17%	-10%	9.0%	2%
O=C(NCCN1C(=O)S/C(=C\c2ccccc2F)C1=O)C1CC(=O)N(Cc2ccccc2)C1 (centres undefined)	·	12%	-6%	11%	-8%
CCOC(=O)c1cnc2c(ccc3ccccc32)c1NCCCN(C)C	4%	?	-19%	9.8%	29%
CCSCc1nnc(SCC(=O)Nc2cccc(C(C)=O)c2)n1C	0%	-1%	-1%	i	2%
CCCC(=O)N(c1ccc2oc(=O)sc2c1)S(=O)(=O)c1ccccc1	4%	8%	-3%	5.5%	0%
CSc1cccc(NC(=O)c2cnccn2)c1	2%	51%	-12%	7.9%	-14%
O=C(NCc1ccc2c(c1)OCO2)C1CCCN(S(=O)(=O)c2cccnc2)C1 (centres undefined)	-1%	-6%	8%	0.6%	0%	VEEV TC-83 Vero 10K pilot screen=0.0
C/C(N)=C(/C#N)C(=O)CSc1ccc2c(c1)OCCO2	6%	-2%	-3%	2.8%	1%
O=S1(=O)[C@H]2C[C@@H]3C=C[C@@]2(CN1Cc1ccc(Cl)cc1)O3	3%	1%	3%	i	0%	VEEV TC-83 Vero 10K pilot screen=0.2
Fc1ccc(NC(=S)N2CCCCC2)cc1	-4%	-7%	-5%	1.4%	7%
CCN1C[C@@H]2[C@@H]3C(=O)N(C)C(=O)[C@@H]3[C@](C)(C1=O)N2C(=O)c1ccc(F)cc1	·	·	16%	0.2%	·
Cc1ccc(C(=O)N/C(=C\c2cccs2)C(=O)N2CCCCCC2)cc1	8%	-5%	-2%	0.9%	-9%
O=C(NC(=S)Nc1ccccc1F)c1ccc(Br)o1	-7%	65%	6%	0.1%	5%
NC(=O)c1ccc(=O)n(C2OC(CO)C(O)C2O)c1 (centres undefined)	·	·	-2%	0.7%	·

Brought forward from above: five entries; new compounds follow.
SMILES	PhoP GFP inhibition	M. tuberculosis	H1N1 NS1A inhibition	VEEV TC-83 Vero	M. tuberculosis HTS	others
Fc1ccc(NC(=S)N2CCCCC2)cc1	-4%	-7%	-5%	1.4%	7%
CCN1C[C@@H]2[C@@H]3C(=O)N(C)C(=O)[C@@H]3[C@](C)(C1=O)N2C(=O)c1ccc(F)cc1	·	·	16%	0.2%	·
Cc1ccc(C(=O)N/C(=C\c2cccs2)C(=O)N2CCCCCC2)cc1	8%	-5%	-2%	0.9%	-9%
O=C(NC(=S)Nc1ccccc1F)c1ccc(Br)o1	-7%	65%	6%	0.1%	5%
NC(=O)c1ccc(=O)n(C2OC(CO)C(O)C2O)c1 (centres undefined)	·	·	-2%	0.7%	·
COc1ccc(C2C(Oc3ccccc3C)C(=O)N2Cc2ccc(F)cc2)cc1OC (centres undefined)	-30%	14%	2%	6.6%	7%	VEEV TC-83 Vero 10K pilot screen=3.7
Cc1c(C(=O)OCC(=O)NCc2ccc3c(c2)OCO3)cccc1[N+](=O)[O-]	-1%	36%	-3%	1.4%	-2%
CC1CCN(S(=O)(=O)c2ccc3c(c2)N(CC(=O)NCc2cccnc2)C(=O)CS3)CC1	-2%	-16%	-16%	0.8%	3%
C#CCNC(=O)C1=C[C@H](c2cn(C(C)=O)c3ccccc23)[C@@H](CCCO)[C@H](OCC)O1	9%	-9%	2%	i	-2%
COc1ccc2nc3sc(C(=O)N4CCN(C)CC4)cc3cc2c1	10%	-6%	-2%	2.3%	-4%
O=C(CSc1cccc[n+]1[O-])Nc1ccccc1Oc1ccccc1	13%	?	-7%	4.7%	?
NC(=O)c1cc(-c2ccccc2)nc2ccc(Br)cc12	-23%	-8%	·	i	5%
CC(O)c1ccc2c(c1)OCCOCCN(C)CCOCCO2 (centres undefined)	-3%	2%	0%	0.7%	-6%
Cc1ccc(SCc2nn(C)c(Cl)c2C=O)cc1	-1%	5%	-3%	i	6%
O=C(N/N=C/c1ccccc1C(=O)O)C(=O)N1CCCCC1	-2%	-7%	-2%	1.8%	-2%
O=S(=O)(Nc1ccc(Cl)c(Cl)c1)N1CCOCC1	-6%	·	6%	2.4%	-6%
COc1ccc(CC(=O)N[C@@H]2c3ccccc3CC[C@@H]2OCc2ccccc2)cc1	·	·	-1%	0.9%	·

Retrieved by compound from above, 3 records:
SMILES	PhoP GFP inhibition	M. tuberculosis	H1N1 NS1A inhibition	VEEV TC-83 Vero	M. tuberculosis HTS	others
CC(O)c1ccc2c(c1)OCCOCCN(C)CCOCCO2 (centres undefined)	-3%	2%	0%	0.7%	-6%
Cc1c(C(=O)OCC(=O)NCc2ccc3c(c2)OCO3)cccc1[N+](=O)[O-]	-1%	36%	-3%	1.4%	-2%
O=C(N/N=C/c1ccccc1C(=O)O)C(=O)N1CCCCC1	-2%	-7%	-2%	1.8%	-2%

The results go on:
SMILES	PhoP GFP inhibition	M. tuberculosis	H1N1 NS1A inhibition	VEEV TC-83 Vero	M. tuberculosis HTS	others
O=C(COC(=O)CCCOc1ccc(Cl)cc1Cl)NCc1ccc(F)cc1	-2%	66%	-4%	0.5%	-5%
O=C(CSc1nnc(-c2ccc3c(c2)OCO3)o1)Nc1ncc(Cl)cc1Cl	-3%	?	0%	0.1%	57%
CC(Oc1ccccc1)C(=O)NNC(=O)c1cccs1 (centres undefined)	3%	60%	-8%	1.1%	1%
CCCS(=O)(=O)N1CCCC(C(=O)NC(C)c2ccc3c(c2)OCCO3)C1 (centres undefined)	-12%	4%	-13%	i	-6%
COc1ccc(NC(=O)CSc2nnc(C3CCCCC3)n2N)c(OC)c1	2%	-6%	0%	3.2%	1%
CCOc1ccc(C(C)NC(=O)Nc2ccc(F)cc2F)cc1 (centres undefined)	-10%	-13%	-8%	1.6%	6%
Clc1ccccc1OCCCn1ccnc1	-8%	·	-10%	4.1%	5%
COc1ccc(NC(C)=O)cc1S(=O)(=O)Nc1ccc(OCc2ccccc2)cc1	-3%	17%	4%	i	44%
Cc1cccc(C(=O)NNC(=O)c2ccc(NC(=O)C(C)(C)C)cc2)c1	1%	24%	-3%	0.3%	5%
O=C1N(Cc2ccc3c(c2)OCO3)c2ccccc2C1(O)c1c[nH]c2ccccc12 (centres undefined)	2%	25%	2%	4.7%	-8%
O=C(NCCCN1CCOCC1)C1CC(=O)N(CCc2ccccc2)C1 (centres undefined)	-2%	-9%	-35%	1.5%	2%
COc1cccc(/C=C2\SC(=S)N(CCCC(=O)N3CCCCC3CCO)C2=O)c1 (centres undefined)	-13%	48%	-3%	3.1%	4%
O=C(Nc1ccccn1)Nc1ccccc1[N+](=O)[O-]	7%	-3%	-37%	i	-3%
Cc1ccc(-c2[nH]ncc2/C=C(\C#N)C(=O)NC2CCCCC2)cc1	1%	18%	-8%	i	32%
COc1ccc(CNS(=O)(=O)c2c(C)[nH]c(C)c2C(=O)N2CCCCC2)cc1	4%	-5%	-5%	2.4%	8%
Cc1ccc(NC(=O)CSc2cccc[n+]2[O-])c([N+](=O)[O-])c1	7%	-8%	10%	0.7%	-5%
COc1ccc(NC(=O)CSc2nnc(CC(=O)Nc3ccc(F)cc3)n2C)cc1	9%	6%	-2%	4.2%	3%
CCCCCCCNC1=CC(=O)CC(c2ccco2)C1 (centres undefined)	-11%	30%	5%	i	-1%
O=C(COC(=O)c1ccc(Cl)cc1Cl)Nc1cccc(S(=O)(=O)NC2=NCCC2)c1	·	-5%	-9%	1.8%	3%
COc1ccc(C=NNC(=O)c2ccccc2NS(=O)(=O)c2cccs2)cc1O	·	55%	-18%	2.8%	10%
COc1ccccc1NC1=C(Cl)C(=O)OC1OC(=O)c1ccco1 (centres undefined)	4%	-2%	-15%	2.5%	17%
CNC(=O)CN(c1ccc(C23CC4CC(CC(C4)C2)C3)cc1)S(C)(=O)=O	10%	17%	-2%	0.4%	2%
Cc1ccc(OCc2nc(-c3ccccn3)no2)c(Br)c1	-6%	37%	4%	8.5%	7%
CCCC(=O)N/C(N)=N/c1nc(C)c2ccccc2n1	0%	52%	-26%	6.7%	2%
CCc1ccc(NC(=O)C2(C)Cc3ccccc3C(=O)O2)cc1 (centres undefined)	-8%	32%	-15%	1.1%	6%
O=C(Nc1ccc(S(=O)(=O)Nc2ncccn2)cc1)C12CC3CC(CC(Cl)(C3)C1)C2	·	47%	-10%	0.7%	7%
O=C1CCN(Cc2nc(-c3ccc(Cl)cc3)no2)CCN1	-1%	-5%	-8%	0.4%	-5%
Cc1cc(C(=O)COC(=O)c2ccc[nH]c2=O)c(C)n1C1CC1	-5%	-3%	-7%	0.2%	-8%
Nc1c(NCc2ccccc2)c(=O)c1=O	1%	-1%	·	1.1%	5%
O=C(COC(=O)c1n[nH]c(=O)c2ccccc12)c1ccccc1	6%	-15%	-25%	i	4%
O=C(C[n+]1cc(Br)cc2ccccc21)c1ccccc1	22%	31%	-10%	i	?
FC(F)Oc1ccc(/C=N/N2CCCCC2)c(OC(F)F)c1	7%	21%	·	·	4%
C=CCN1C(=NC(=O)CCC(=O)O)SC2CS(=O)(=O)CC21 (centres undefined)	4%	1%	-5%	i	-7%
CSc1ccc(C2CC(=O)Nc3nc(SC)[nH]c(=O)c32)cc1 (centres undefined)	4%	-10%	8%	1.0%	-3%
Cn1cccc1C(=O)NC(=O)CSc1nc2ccccc2s1	-8%	?	2%	0.8%	7%
Cc1noc(C)c1C(=O)Nc1sccc1C(N)=O	·	0%	-1%	1.4%	-5%
O=C(NCCCN1CCOCC1)C(C(=O)c1ccccc1)n1ccccc1=O (centres undefined)	27%	-10%	13%	0.6%	-15%	VEEV TC-83 Vero 10K pilot screen=1.4
O=C(COC(=O)Cc1cn2ccsc2n1)NCc1ccc2c(c1)OCO2	-2%	2%	8%	0.3%	-8%
COCCN1CCn2c(nc3cc([N+](=O)[O-])ccc32)C1	7%	10%	-9%	2.6%	11%
CCN(CC)S(=O)(=O)c1cc(NC(=O)CNc2c(C)n(C)n(-c3ccccc3)c2=O)ccc1C	12%	3%	6%	i	-8%
CCCCn1c(CCl)nc2cc(S(=O)(=O)N3CCOCC3)ccc21	·	?	2%	?	?
O=C(NCCCn1ccnc1)c1noc2c1CCCC2	-13%	-10%	8%	1.2%	-3%
CN1CCN(c2ccccc2NC(=O)Cc2cn(C)c3ccccc23)CC1	-4%	·	-8%	1.9%	-2%
Cn1cnnc1Sc1cc(N2CCN(S(=O)(=O)c3ccc(Cl)c(Cl)c3)CC2)ccc1[N+](=O)[O-]	-32%	46%	12%	4.9%	4%
Cc1cc2c(=O)n(C)c(SCC(=O)c3cc4ccccc4o3)nc2s1	-6%	-8%	-5%	1.2%	-17%
CSc1ccccc1NC(=O)CN1CC(C)OC(C)C1 (centres undefined)	5%	2%	2%	0.6%	-3%
Cc1cccc(NC2=C(Cl)C(=O)OC2NC(=O)c2ccccc2)c1 (centres undefined)	-13%	1%	-4%	i	-2%
CCS(=O)(=O)N1Cc2ccccc2CC1C(=O)Nc1nc2ccccc2[nH]1 (centres undefined)	8%	33%	-9%	8.9%	?
COc1ccccc1-n1nc(C(=O)Nc2ccc3c(c2)OCO3)c2ccccc2c1=O	15%	-1%	-3%	0.2%	4%
Cn1c(C(=O)OC(C(=O)NC2CCCC2)c2ccncc2)cc2sccc21 (centres undefined)	15%	-2%	-1%	i	-2%
